Growth percent in the NCI-60 one-dose screen (48 h, 10 µM unless noted): 100 = growth as untreated, 0 = no growth, -100 = all killed.
HL-60(TB): HL-60(TB) leukemia cells. 9% of 78,000 active. AID 1794776; active = growth percent below 10
Active calls of the source: *; & = joins results of further samples; [ ] = another dose, or the depositor's remark. Not all compounds are listed; the hit share may differ from the screen's.

SMILES	HL-60(TB)
COc1cc2ncnc(NC3CCC(O)CC3)c2cc1OC (configuration not stated)	98
CC(=O)NS(=O)(=O)c1ccc(OCCCOc2ccc(S(=O)(=O)NC(C)=O)cc2)cc1	101
COc1ccc(-c2nc3cc(C)ccc3n2CC(=O)N=Nc2c(O)[nH]c3ccc(Br)cc23)cc1	39
COC(=O)c1nn2c(c1C(=O)OC)CC(c1ccccc1)N(S(=O)(=O)c1ccccc1)C2C (configuration not stated)	119
CCc1cccc(C)c1NC(=O)c1sc2nc3c(cc2c1N)C(=O)CCC3	-22*
COC(=O)C1CC(C(=O)OC)C2C(C(=O)OC)CC(C(=O)OC)C12 (configuration not stated)	101
COC(=O)C1CCCC1	119
O=C1c2ccccc2C(=O)N1CCCBr	96&106
O=C(NN=C1CCCC1)c1ccc([N+](=O)[O-])cc1	104
Nc1cc([N+](=O)[O-])ccc1O	62
C/C=C/[C@@H]1C=C[C@@H]2C[C@H](C)CC[C@H]2[C@]1(C)/C(O)=C1/C(=O)[C@@H](CO)N(C)C1=O	94
CC(C)(CCC(=S)N1CCOCC1)C1CCCCC1	181
O=[N+]([O-])c1ccc(-c2cn(-c3ccc(Cl)cc3)cn2)cc1	99
COc1ccccc1Nc1nnc(C(=O)c2c[nH]c3ccccc23)o1	92
Cc1cc2nc3ccc(O)cc3nc2cc1N	91
CC(C)(C)c1ccc(O)c(CNc2ccccc2)c1	66
O=C(CN1C(=O)CN(/N=C/c2ccc([N+](=O)[O-])o2)C1=O)c1ccc(Cl)cc1	101
O=C(Cn1cc(CN2CCN(c3ccnc4cc(Cl)ccc34)CC2)nn1)Nc1cccc(F)c1	109
CCOC(=O)C1=C2C=Cc3c(ccc4ccccc34)N2C(C(C)=O)C1 (configuration not stated)	92
C=C1CC[C@@H]2[C@](C)(COC(C)=O)[C@H](OC(C)=O)CC[C@@]2(C)[C@@H]1CC(NCCCCCCCC)C1=CCOC1=O (some centres not stated)	59
COc1cc(C2Cc3nc4ccccc4n3C2)cc2c1OCO2 (configuration not stated)	91
Nc1c(C(=O)Nc2ccccc2)n(CCCc2ccccc2)c2nc3c(cc12)CCCC3	87
O=C(Nc1nc(-c2ccccc2)cs1)c1cc(O)c(O)c(O)c1	13
C=CCOB(OCC=C)OCC=C	96
O=C(NNc1nc2ccccc2nc1/C=C/c1ccccc1O)Nc1cccc(Cl)c1	75
O=C(CCCCCCCCC(=O)N/N=C/c1cccc2ccccc12)N/N=C/c1cccc2ccccc12	112
COc1ccc(Sc2nc(N)nc3c2CCN(Cc2ccc(OC)cc2OC)C3=O)cc1	108
CC1=C2[C@H]3OC(=O)[C@@H](CN4CCOCC4)[C@@H]3CC[C@@](C)(O)[C@@H]2CC1=O	93
CCOC(=O)c1onc(-c2no[n+]([O-])c2C)c1C(=O)OCC	98
O=C1CC2(CCOCC2)Oc2ncccc21	13
c1ccc2c(c1)CCC2	92
Cn1cc(-c2ccc3nc(-c4ccc(CC(=O)Nc5cc(C(C)(C)C)no5)cc4)cnc3c2)cn1	19[30 µM]
O=C(CNSc1ccc([N+](=O)[O-])cc1[N+](=O)[O-])OCc1ccccc1	103
CC(=N)N	110
Cn1nc(SCc2ccccc2)c(=O)[nH]c1=O	105
CCOC(=O)c1cnn(CC(O)CC)c1NC(=O)NCc1ccc(C(F)(F)F)cc1 (configuration not stated)	70
CC(C)c1ccc(CNCC(O)c2ccccc2)cc1 (configuration not stated)	97
COc1ccc(C(=O)C(C)C)c2ccccc12	79
C=CCNC(=S)/N=C/C(C(=O)Nc1ccccc1C)=C(\C)O	104
O=C(Cl)c1ccncc1	111
COc1ccc(C(=O)c2cc(C(=O)/C=C/c3ccc(N(C)C)cc3)c3cc(C)ccn23)cc1	147
CCOC(=O)c1ccc(NC(=O)c2cc3c(C)nn(-c4ccccc4)c3s2)cc1	110
COc1ccc2oc(=O)cc(/C=C3/C(=O)N(c4ccccc4)N=C3C)c2c1	89
CCCCN=C(Nc1ccccc1)OCCCC	77
CCOC(=O)C1=C(N)N(c2ccccc2)C(C(=O)OCC)=C(C(=O)OCC)C1c1cc(=O)[nH]c2ccccc12 (configuration not stated)	118
Cc1cc(Cl)ccc1Nc1nc(C(F)(F)F)ccc1C(=O)N/N=C/c1ccc(Cl)cc1	-34*
CCOC(=O)c1c(SC)nn(-c2cc(=O)[nH]c3ccccc23)c1N	108
O=[N+]([O-])c1ccc(COP(=O)(O)OCc2ccc([N+](=O)[O-])cc2)cc1	108

An excerpt of these results, as labelled records:
CCCCN=C(Nc1ccccc1)OCCCC
  HL-60(TB): 77
CCOC(=O)C1=C(N)N(c2ccccc2)C(C(=O)OCC)=C(C(=O)OCC)C1c1cc(=O)[nH]c2ccccc12 (configuration not stated)
  HL-60(TB): 118
Cc1cc(Cl)ccc1Nc1nc(C(F)(F)F)ccc1C(=O)N/N=C/c1ccc(Cl)cc1
  HL-60(TB): -34*
CCOC(=O)c1c(SC)nn(-c2cc(=O)[nH]c3ccccc23)c1N
  HL-60(TB): 108

A different layout for some results above:
> COc1ccc(C(=O)c2cc(C(=O)/C=C/c3ccc(N(C)C)cc3)c3cc(C)ccn23)cc1
  HL-60(TB) = 147
> CCOC(=O)c1ccc(NC(=O)c2cc3c(C)nn(-c4ccccc4)c3s2)cc1
  HL-60(TB) = 110
> COc1ccc2oc(=O)cc(/C=C3/C(=O)N(c4ccccc4)N=C3C)c2c1
  HL-60(TB) = 89

Later entries
SMILES	HL-60(TB)
NC(c1ccccc1)C(O)c1ccccc1 (configuration not stated)	93&88
Cc1ccc(C2=NN(c3ccc(S(C)(=O)=O)cc3)C(=O)CC2)cc1	-12*
NC(N)=NCCCCNCCCN=C(N)N	102
CC(=O)c1cc2c(cc1O)OC1=C(c3cc4cc(C(C)=O)c(O)cc4o3)CCC(c3cc4cc(C(C)=O)c(O)cc4o3)(c3cc4cc(C(C)=O)c(O)cc4o3)C12 (configuration not stated)	83
Cc1cccc(NC(=O)Nc2ccc(Nc3ncnc4[nH]c(C)c(C)c34)cc2F)c1	102
Cn1c(=O)[nH]c(=O)c2nc(CCC(=O)NC(Cc3ccccc3)C(=O)O)c(=O)[nH]c21 (configuration not stated)	101
COc1ccc(-c2nn(C(=O)c3cc(OC)c(OC)c(OC)c3)cc2N)cc1	81
COc1ccc(C2CC(c3ccc(-c4ccccc4)cc3)=NN2c2ccc(S(N)(=O)=O)cc2)cc1 (configuration not stated)	69
CCCSc1ccc2nc(NC(=O)CCOC)sc2c1	76
Oc1ccc(-c2ccccc2)cc1	106
CC(CCC(=O)O)(c1ccc(O)c(CN(c2ccccc2)c2ccccc2)c1)c1ccc(O)c(CN(c2ccccc2)c2ccccc2)c1	100
CCCCc1ccc(S(=O)(=O)Nc2sc3c(c2C(N)=O)CCC(=O)C3)cc1	101
O=C(Nc1ccc(OS(=O)(=O)c2ccc(F)cc2)cc1)C12CC3CC(CC(C3)C1)C2	53
COC1=CC(c2ccc[nH]2)=N/C1=C\c1[nH]c(C)c(C(=O)CCC(=O)Oc2ccc3c(c2)CCC2C3CC[C@]3(C)C(=O)CC[C@@H]23)c1C (some centres not stated)	80
COc1c(N[C@H]2C=C[C@@H](CO)C2)c(=O)c1=O	96
COc1cccc2c1nc1cccc(OC)c1[n+]2[O-]	0.1*
CC(=O)O[C@H]1CC[C@H]2[C@@H]3CC[C@H]4OC(=O)C=C[C@@H]4[C@H]3CC[C@]12C	92
COc1ccc(OC)c(C(O)CNC(=O)CN)c1 (configuration not stated)	109
CCOC(=O)C(C(=O)OCC)[N+](=O)[O-]	95
COc1cc(-c2nc3ccccc3[nH]2)ccc1OCC(=O)NN	91
O=C(Nc1ccc(-n2ccc3c(NC(=O)c4ccccc4)nccc32)cc1)c1ccc(N2CCOCC2)c(C(F)(F)F)c1	25
NS(=O)(=O)Oc1ccc2c(C(=O)c3ccc(OCCN4CCCCC4)cc3)c(-c3ccc(O)cc3)sc2c1	100
COc1cc2c(cc1OC)C1(NCC2)C(=O)N(Cc2ccc(C)cc2)c2ccccc21 (configuration not stated)	98
Clc1ccc(NC2=NCCN=C(Nc3ccc(Cl)c(Cl)c3)SS2)cc1Cl	94

Retrieved one by one from the entries so far:
SMILES	HL-60(TB)
COc1cc2c(cc1OC)C1(NCC2)C(=O)N(Cc2ccc(C)cc2)c2ccccc21 (configuration not stated)	98
Cn1cc(-c2ccc3nc(-c4ccc(CC(=O)Nc5cc(C(C)(C)C)no5)cc4)cnc3c2)cn1	19[30 µM]

Next section
SMILES	HL-60(TB)
CCN(CC)CC(OC(=O)c1ccc([N+](=O)[O-])cc1)C(COC)OC (configuration not stated)	100
CC(C)c1cccc(C(C)C)c1NC(=O)OC1CCCCC1C (configuration not stated)	99&105
O=C1CCC(=O)N1	141
Cc1cc(C)c2c(c1C)C(=O)CCC2	106
Cc1c(C)c(C(=O)O)c(C)c(C)c1C(=O)O	107
Nc1ccc(N=Nc2cccc(S(=O)(=O)O)c2)c2ccccc12	101
C#CCCCCCCC[C@@H]1OC(=O)[C@H]([C@@H](C)CC)NC(=O)[C@@H]([C@@H](C)CC)NC(=O)CC(=O)[C@@H]1C	107
N#C/C(=C\NC(=S)Nc1ccc(S(=O)(=O)Nc2nccs2)cc1)C(=O)c1ccc2ccccc2c1	107
C=CC[N+](C)(C)CCn1c2ccccc2c2nc3cc(C)c(C)cc3nc21	98
Cc1ccc2[nH]c(=S)cc(S)c2c1	103
CCCCCCCCCCCCCCCCCCNC(=S)NC=C(C(N)=O)C(N)=O	76
COc1ccc(-c2nnc(Nc3ccc(F)cc3)o2)cc1	83
Cc1nn(-c2nc(-c3ccccc3)c(C#N)c(=O)n2C)c(C)c1N=Nc1ccc(S(N)(=O)=O)cc1	97
O=C(Oc1ccc(CCl)cc1)c1ccccc1	-45*
Oc1[nH]c2ccccc2c1/C=c1/ccc2c(c1)N=C(c1cc(F)cc(F)c1)N=2	54
COc1cccc(-c2nn(-c3ccccc3)cc2-c2ccnc(NCCCN)c2)c1	40
O=CNc1ccccc1-c1ccccc1	85
CC(=O)O[C@H]1[C@H](O[C@H]2[C@@H](O)C[C@@]3(C)[C@@H](CC[C@]4(C)[C@@H]3CC=C3[C@@H]5CC(C)(C)CC[C@]5(C(=O)O[C@H]5OC[C@@H](O)[C@H](O[C@@H]6O[C@@H](C)[C@H](O[C@@H]7OC[C@@H](O)[C@H](O)[C@H]7O[C@@H]7O[C@@H](C)[C@H](O)[C@@H](O[C@@H]8OC[C@](O)(CO)[C@H]8O)[C@H]7O)[C@@H](O)[C@H]6O)[C@H]5O)[C@H](O)C[C@]34C)[C@]2(C)C(=O)O)O[C@H](CO)[C@@H](O[C@@H]2O[C@H](CO)[C@@H](O)[C@H](O)[C@H]2O)[C@@H]1O	95
COc1cccc(/C=C2\Oc3cc(OC)ccc3C2=O)c1	106
COc1ccccc1-c1cnc2c(Oc3ccc4c(C)cc(=O)oc4c3)nc(Br)cn12	109
COc1ccc(-c2cc(-c3cc(OC)c(OC)c(OC)c3)nc(SCC(=O)Nc3ccc(Cl)cc3)n2)cc1OC	125
Nc1ccc(N)cc1	94
O=C(Nc1cccc(-n2ccc3c(NC(=O)c4ccccc4)nccc32)c1)c1cccc(C(F)(F)F)c1	0.5*
O=C1/C(=C/c2ccccc2F)Cc2ccccc21	85
CC(=O)N1CC(Nc2ccc(OC(F)(F)F)cc2)=CC1=O	-8.6*
CN1CCC(O)(c2ccccc2)C(C(=O)c2ccccc2)C1 (configuration not stated)	107&96
COc1cc(C)c(C(O)(c2ccccc2)c2ccccc2)cc1C(C)C	99
CC(=O)c1ccc(NC(=O)CSc2nc3ccc([N+](=O)[O-])cc3[nH]2)cc1	96
CSc1ccc2c(c1)N(C(=O)/C(C#N)=C/c1ccc(C(F)(F)F)cc1)c1ccccc1S2	87
O=C1NC(=C(Cl)Cl)/C(=N\S(=O)(=O)NCc2ccccc2)N1	97
Cc1cccc2c(=O)c3c(sc12)c(NCCCNCCO)nc1ccccc13	15
COc1cc(C2CC(c3ccc(Nc4nc(NCCO)nc(Nc5ccc(Cl)cc5)n4)cc3)=Nc3c(N)nc(N)nc3N2)cc(OC)c1OC (configuration not stated)	25
C=CCSc1nnnn1-c1c(C)cccc1C	109
C=CCOc1nc2c(c(=O)n(C)c(=O)n2C)n1C	89
COc1ccc(/C=N/Nc2nc(-c3ccc(F)cc3)c(C#N)c(N3CCOCC3)n2)cc1O	61
Clc1ccccc1-c1nc2ccccc2n2cccc12	95

Ordered by length of the SMILES (rising): 4 of the compounds above
SMILES	HL-60(TB)
Clc1ccccc1-c1nc2ccccc2n2cccc12	95
CN1CCC(O)(c2ccccc2)C(C(=O)c2ccccc2)C1 (configuration not stated)	107&96
CC(=O)N1CC(Nc2ccc(OC(F)(F)F)cc2)=CC1=O	-8.6*
Cc1cccc2c(=O)c3c(sc12)c(NCCCNCCO)nc1ccccc13	15

Additional structures
SMILES	HL-60(TB)
O=C1Nc2ccccc2C12NCCc1cccc(O)c12 (configuration not stated)	108
O=C1OC2(OC(=O)C3C=CC=CC3N2c2ccc(C(F)(F)F)cc2)c2ccccc21 (configuration not stated)	69
COc1cc(-c2cc3cnccc3c3nc(N)c4ccncc4c23)cc(OC)c1OC	40
CC12CCC3C(CCC4CC(=O)/C(=C\O)CC43C)C1CCC(=O)O2 (configuration not stated)	111
CC(C)CCC[C@@H](C)[C@H]1CC[C@H]2[C@@H]3CC=C4c5sc(N)nc5CC[C@]4(C)[C@H]3CC[C@]12C	93
Nc1cc(N)cc(C(=O)c2ccccc2)c1	110
CC(NCCC(c1ccccc1)c1ccccc1)c1ccccc1 (configuration not stated)	15
NC(=O)C1(c2ccccc2)CCN(Cc2ccccc2)CC1	88
CC1CCCCN1S(=O)(=O)c1ccc(CN=C=S)cc1 (configuration not stated)	76
CC(=O)O[C@@H](C)[C@H]1O[C@H]2CC(=O)O[C@H]2[C@@H]1O	86
